FUS yeast rescue: rescues growth of FUS-expressing yeast; S. cerevisiae FUS-expressing, growth rescue, OD600, 24 h; Potency, µM (top dose mostly 76.6 µM), for inactives: top-dose growth rescue (activation), usual class: activators; 0.24% of 390,000 active; AID 1347120;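 note: potency is the fitted concentration of half-maximal effect; plate controls were DMSO vehicle for no effect and reference control for full effect; nearly all actives have a fitted effect of over 55% in size; some results filed as inactive show a strong effect at the top dose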
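Absorbance at 600 nm, taken 24hr after compound addition, measured rescue of FUS-yeast growth at 30C. Induction used 2% galactose with seeding at OD 0.005. Controls: CP55940 from 92uM final, DMSO only.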
GLP-1R agonist: agonists of human GLP-1 receptor; P43220; 0.007% of 380,000 active; HEK293 GLP-1R CRE-luciferase, luminescence, 4-6 h; cells express a hypersensitive GLP-1R form; Potency, µM (titrated, usually from 45.6 µM), inactives show top-dose activation, hits mostly activators; AID 624172; note: potency is the fitted concentration of half-maximal effect; % of control where 0% means no effect
Target sequence (P43220 whole entry, looked up): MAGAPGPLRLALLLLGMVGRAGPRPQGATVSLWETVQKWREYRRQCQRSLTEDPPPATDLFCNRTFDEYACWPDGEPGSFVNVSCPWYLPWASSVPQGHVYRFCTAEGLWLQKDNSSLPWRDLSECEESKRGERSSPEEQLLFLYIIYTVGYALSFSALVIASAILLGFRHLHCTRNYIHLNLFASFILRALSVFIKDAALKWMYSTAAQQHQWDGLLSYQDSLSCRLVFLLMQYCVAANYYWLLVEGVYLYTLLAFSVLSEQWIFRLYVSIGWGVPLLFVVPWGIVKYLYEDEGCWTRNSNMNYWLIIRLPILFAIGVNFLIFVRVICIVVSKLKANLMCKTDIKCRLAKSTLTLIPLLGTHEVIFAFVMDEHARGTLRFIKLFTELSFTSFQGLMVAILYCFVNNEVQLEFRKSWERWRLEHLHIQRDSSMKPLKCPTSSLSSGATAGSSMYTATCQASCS
PTHR1 ag: PTHR1 (human) receptor agonism. Q03431. HEK293 GP2 PTHR1 cells, GloSensor cAMP luminescence, 1 h. Potency, µM (highest dose often 115 µM), without a hit: at the top dose activation, hits mostly activators. 0.075% of 410,000 active. AID 743266; note: potency is the fitted concentration of half-maximal effect; nearly all actives have a fitted effect of over 55% in size; some results filed as inactive show a strong effect at the top dose; inactives centre near -15; many of its hits are not listed in these tables
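HEK-293-derived GP2 cells expressing PTHR1 and a GloSensor cAMP reporter, 3,000/well, plated overnight, given luciferin plus IBMX (each 0.5 mM as added) for 1 h at 37 °C, then compound for 1 h at 37 °C. Luminescence was read after 15 min at room temperature.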
DRD3 antagonist: D3 dopamine receptor (human) antagonism. P35462. D3R cells, DiscoveRx beta-arrestin luminescence, antagonist mode; active compounds read low. max response, negative = inhibition, %. 2.5% of 360,000 active; in the data active = max response below about -50%; inconclusive = no clear call, values can overlap the other calls; note: % is set by controls: 0 for no effect and ±100 for the full control effect; mostly tested at two doses, the higher about 12 µM
Target sequence (P35462 whole entry, looked up): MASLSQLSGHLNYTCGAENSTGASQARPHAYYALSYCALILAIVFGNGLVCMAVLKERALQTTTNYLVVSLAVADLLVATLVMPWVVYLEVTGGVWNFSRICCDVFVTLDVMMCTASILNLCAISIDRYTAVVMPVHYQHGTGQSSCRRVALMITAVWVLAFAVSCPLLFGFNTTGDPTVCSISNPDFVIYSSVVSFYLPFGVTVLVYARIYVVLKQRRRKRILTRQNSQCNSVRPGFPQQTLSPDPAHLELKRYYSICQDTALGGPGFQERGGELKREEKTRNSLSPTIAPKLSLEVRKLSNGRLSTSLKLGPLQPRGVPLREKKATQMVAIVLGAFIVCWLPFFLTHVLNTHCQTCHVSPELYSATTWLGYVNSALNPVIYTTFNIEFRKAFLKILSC
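Cells plated overnight at 1500 cells/well, then exposed to library compounds with dopamine controls for 90 minutes at 37 degrees C. DiscoveRx reagent added for 30–60 minutes at room temperature; luminescence read, quantitative HTS format.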
GLP1R inv ag: GLP-1 receptor (human) inverse agonism; P43220; HEK293 GLP-1R CRE-luciferase, luminescence, 24 h; GLP-1R form is constitutively active; Potency, µM (titrated, usually from 38.3 µM), for the others: at the highest dose activity change, negative = inhibition, actives largely listed as inhibitors; 1.6% of 410,000 active; note: potency is the fitted concentration of half-maximal effect; % is set by controls: 0 for no effect and ±100 for the full control effect; nearly all actives have a fitted effect of over 55% in size
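GLP-1R inverse agonism mode: basal reporter luminescence in engineered HEK293 cells measured after one day of compound exposure at 37 deg C, with a 12 min room-temperature detection step.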
pAkt inh: inhibitors of Akt phosphorylation; Neuro2A IGF-stimulated pAkt S473 HTRF, 20 min; active compounds read low; activity change, % for hits at 50 µM; 0.32% of 360,000 active; AID 651550; in the data active = activity change below about -80%; inconclusive = mostly about -51% to -80%; note: % is set by controls: 0 for no effect and ±100 for the full control effect
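Single-point screen (50 µM final compound) in Neuro2A cells stimulated 20 min with 6 nM IGF at 37 deg C. After lysis, Ser473-phosphorylated Akt read by HTRF (ex 330 nm, em 615/665 nm) as the 665/615 ratio.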
TDP43 rescue: rescues yeast growth from TDP-43 toxicity; TDP-43 expressing yeast growth rescue, BacTiter-Glo, 24 h; Potency, µM (doses to about 46.1 µM), for the others: at the top dose growth rescue (activation), hits mostly activators; 1.8% of 410,000 active; AID 652104; note: potency is the fitted concentration of half-maximal effect; % of control where 0% means no effect; nearly all actives have a fitted effect of over 50% in size
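In this qHTS, compounds that restore growth of yeast expressing TDP-43 appear as activators. Cells (OD600=0.02, galactose medium, raffinose-pregrown) are incubated with compound 24 hr at 30 deg C and growth is quantified by BacTiter-Glo.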
aSyn yeast inh: inhibitors of alpha-synuclein toxicity in yeast. Yeast expressing alpha-synuclein, growth rescue, BacTiter-Glo, 24 h. Potency, µM (highest dose often 46.1 µM), for the others: at the top dose growth rescue (activation), usual class: activators. 0.14% of 370,000 active. AID 652106; note: potency is the fitted concentration of half-maximal effect; % of control where 0% means no effect; nearly all actives have a fitted effect of over 65% in size
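Screening used galactose-induced yeast with toxic alpha-synuclein levels, exposed to compound for 24 hr at 30 deg C. Cell growth, read with BacTiter-Glo luminescence, gave the measured signal.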
Abeta yeast res: A-beta toxicity reversal in yeast | Potency, µM (series often up to 46.1 µM), for the others: at the highest dose growth rescue, usual class: activators | yeast expressing A-beta42, growth rescue, OD600, 48 h; response scale: 0% DMSO, 100% iron-clioquinol control | 0.063% of 410,000 active | AID 1347071; note: potency is the fitted concentration of half-maximal effect; nearly all actives have a fitted effect of over 55% in size
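Yeast A-beta toxicity model in growth medium with pinned compounds, 48 h at 30 C; growth read as absorbance at 600 nm. Normalized to FeCl3/clioquinol equimolar mix (positive) and DMSO (negative).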
Active calls of the source: *; i = inactive; ? = inconclusive; . = not tested or not shown; [ ] = another dose, or the depositor's remark. Unless noted, calls come from the whole dose curve; as a rule, active = well fitted curve in the direction sought with a large enough effect; inconclusive = small, poorly fitted or top-dose-only effect, or another doubt; inactive = no such curve, though single readings can be large; an effect the other way counts as inactive or inconclusive.

smiles | TDP43 rescue | GLP1R inv ag | PTHR1 ag | pAkt inh | DRD3 antagonist | GLP-1R agonist | aSyn yeast inh | FUS yeast rescue | Abeta yeast res
COc1cccc(-c2cn(C[C@H]3CC[C@@H]([C@@H]4CC[C@H](Cn5cc(-c6cccc(OC)c6)nn5)O4)O3)nn2)c1 | -10.6% | -5.8% | -35.9%[inhibitor] | i | 5.4 | 13.4% | -1.9% | ? | -16.8%
CCNC(=S)N1CCN(S(=O)(=O)c2cccc(C(F)(F)F)c2)CC1 | -4.2% | -21.0% | i | i | -13.5 | 0.1% | 1.0% | . | -15.6%
CCOC(=O)C1CCN(C(=O)Nc2c(-c3ccccc3)noc2C)CC1 | -10.1% | 10.4% | i | i | 11.0 | -0.8% | 1.8% | -6.4% | 12.0%
Cc1sc2nc(CN3CCCC3)nc(Cl)c2c1C | 2.8% | 14.2% | i | i | -25.4 | -1.6% | -0.6% | 17.6% | -5.6%
Cc1ccc(-c2nc3cccnc3s2)cc1NS(C)(=O)=O | 14.2% | 32.1%[activator] | -3.0% | i | 2.8 | 18.2% | -2.3% | -5.3% | 1.3%
COC(=O)C[C@@H]1C=C[C@@H](NC(=O)c2ccc3c(c2)OCO3)[C@@H](CO)O1 | 2.8% | 22.2% | i | i | -7.7 | . | -5.7% | -10.8% | -5.6%
O=C(Cn1cc(C(F)(F)F)ccc1=O)Nc1ccccc1 | 0.7% | 17.4% | i | i | -11.8 | 20.8% | 4.6% | 22.6% | 2.5%
O=[N+]([O-])c1cc(Cl)ccc1N1CCN(c2cccc(C(F)(F)F)c2)CC1 | 13.2% | ? | -2.3% | i | 6.9 | -16.7% | 3.0% | -1.8% | 19.5%
COc1ccc(C(=O)NCC(=O)N/N=C/c2cccnc2)cc1OC | 3.1% | 6.2% | ? | i | 11.7 | 7.0% | -4.5% | -0.4% | 10.2%
CC(Oc1ccccc1)C(=O)Nc1ccc(NC(=O)c2ccccc2)cc1 (configuration not stated) | 3.9% | 11.8% | -18.2% | i | ? | 4.2% | -5.8% | . | 0.0%
CSc1nnc(NC(=O)c2ccc(S(=O)(=O)N3CCOCC3)cc2)s1 | 11.6% | 1.9% | -36.9% | i | -59.2* | -7.3% | -0.3% | . | -0.4%
CCOC(=O)c1c(C)n(-c2ccc(C)cc2)c2ccc(OCC(O)CNCC3CCCO3)cc12 (configuration not stated) | 10.5% | ? | -2.2% | i | 6.5 | 2.3% | -10.6% | 40.3% | -19.7%
CCC(=O)OC1(C(C)=O)CCC2C3CCC4=CC(=O)CCC4(C)C3CCC21C (configuration not stated) | -4.7% | ? | -96.4%[inhibitor] | i | -15.0 | 5.2% | 23.0% | 47.3% | -16.4%
Cc1cc(Cl)c(OCCCn2cncn2)c(Br)c1 | ? | 10.7% | -2.6% | i | 7.7 | 0.3% | 0.2% | 9.1% | 1.9%
COc1ccc(NC(=O)COC(=O)CCCC2=NS(=O)(=O)c3ccccc3N2)cc1Cl | -3.9% | 16.7% | -20.0% | i | 8.7 | 4.9% | -8.3% | -11.7% | -0.8%
Cc1ccc(S(=O)(=O)N/N=C\c2ccc(Cl)c([N+](=O)[O-])c2)cc1 | -1.8% | 0.0% | i | i | ? | 0.4% | -8.8% | -4.0% | 3.9%
COC(=O)[C@@]12C[C@@H](CC(=O)N3CCC(c4ccccc4)CC3)C(=O)N(Cc3cccc4ccccc34)C1=CCC(C)(C)C2 | 9.1% | ? | -12.6% | i | -5.8 | . | 0.4% | ? | 1.0%
Cc1ccc(C(=O)Oc2coc(CSc3nnc(NC(=O)c4cccs4)s3)cc2=O)cc1C | -12.4% | -22.5% | -18.1% | i | 3.4 | -3.3% | 3.2% | 42.2% | 18.8%
CCN(CC(=O)NCc1ccc(F)cc1)C(=O)Cc1c(F)cccc1Cl | -8.3% | ? | -6.0% | i | -11.3 | 6.3% | -3.3% | 13.6% | 6.0%
CC(C)C[C@H]1CN=C(N(C)C)N1CC(C)C | 7.4% | -10.1% | i | i | 13.7 | -4.2% | 3.1% | -22.1% | 1.5%
O=C(CSc1ccccc1)Nc1cccc(NC(=O)c2ccco2)c1 | ? | 24.7% | 2.1%[57.5 µM] | i | -12.8 | 11.4% | -13.4% | -1.6% | 6.9%
C[C@H](CO)N1C[C@H](C)[C@H](CN(C)C(=O)c2ccccc2)OCc2cnnn2CCCC1=O | 16.2% | 11.7% | -24.0% | i | 11.4 | 6.4% | 0.4% | -23.3% | 4.1%
CCOc1ccc2oc(=O)cc(CN3CCN(C(=O)c4cccc(Cl)c4)CC3)c2c1 | -4.9% | -15.9% | 27.0% | . | . | . | . | 31.0% | -6.1%
COc1ccccc1N1CCN(C(=O)NC23CC4CC(CC(C4)C2)C3)CC1 | -3.3% | ? | -0.2% | i | 11.0 | -1.0% | 6.7% | -2.5% | -2.6%
O=C(NC(=S)Nc1ccc2c(c1)OCCO2)c1ccc(F)cc1Cl | 14.6% | ? | -15.6% | i | -2.3 | 8.2% | -0.6% | -8.1% | 0.0%
COC(=O)CSc1nnc(CSc2nc(C)cc(C)n2)n1Cc1ccco1 | -6.3% | 34.9% | i | -96.6%* | 4.3 | 1.1% | -1.5% | -0.6% | -2.1%
N#Cc1nc(COc2ccc(Br)cc2)oc1NCCN1CCOCC1 | -23.8% | -3.9% | -0.6% | i | 4.9 | 2.2% | -0.4% | 15.3% | -4.9%
COc1cc(C)ccc1NC(=O)c1ccc(S(=O)(=O)N2CCOCC2)cc1 | 11.8% | 2.3% | -11.5% | i | 1.6 | 2.8% | 14.8% | -4.1% | 13.6%
Cc1ccc(-c2nc(NCc3cccnc3)c3ccccc3n2)cc1 | -7.3% | ? | i | i | 21.1 | 13.4% | 2.1% | 1.9% | -9.4%
COc1ccc(C)cc1NC(=O)CSc1nnc(CC(=O)Nc2cccc(C(F)(F)F)c2)n1C | -9.6% | 0.0% | ? | i | -8.5 | -0.3% | -6.6% | 9.5% | 1.5%
CC[N+](CC)(CC#Cc1ccccc1)CC#Cc1ccccc1 | -7.9% | -46.2% | -15.0% | i | -3.8 | -2.4% | 3.6% | 2.5% | 0.8%
CCN(CC(=O)Nc1cc(C)nn1-c1nc(C)cc(C)n1)Cc1ccccc1 | -1.9% | ? | i | i | -19.6 | 20.0% | -4.3% | 4.9% | 10.6%
COc1cccc(C(=O)OCC(=O)Nc2cc(C)c(C)cc2[N+](=O)[O-])c1 | -20.2% | 3.5% | -0.2% | i | 4.9 | 4.1% | 5.9% | 3.7% | -13.5%
O=C(NC(c1ccc(Cl)cc1)c1ccsc1)C1CCN(Cc2cccc(Cl)c2)CC1 (configuration not stated) | 25.7% | ? | i | i | -50.4* | -6.1% | ? | -3.3% | 15.3%
CCC(=O)Nc1ccc(-c2ccc(N3CCN(C)CC3)nn2)cc1 | -0.2% | 11.2% | -18.5% | i | 0.0 | 8.4% | -15.9% | -6.3% | -7.2%
CCCCn1nnnc1SCC(=O)NNC(=O)C1CCCCC1 | -12.3% | 18.7% | -7.2%[57.5 µM] | i | -6.9 | 6.5% | 3.9% | 18.2% | -10.3%
Cc1ccc(-c2csc(-c3nc(-c4ccc(Br)s4)cs3)n2)cc1 | 22.1% | 2.0% | -2.6% | . | . | . | . | -15.8% | -31.2%[inhibitor]
O=C(NCC1CCN(Cc2ccccc2F)CC1)Nc1ccccc1F | 3.3% | ? | i | i | -28.1 | -5.8% | -4.3% | 33.3% | -8.6%
Cc1cc(NC(=O)c2cnn3c(C(F)F)cc(C4CC4)nc23)no1 | -4.4% | 20.2% | -22.1%[57.5 µM] | i | 3.7 | 19.5% | -2.0% | -18.6% | -1.2%
CCN(CC(=O)Nc1ccc2c(c1)OCCO2)S(=O)(=O)c1ccc(F)cc1 | -0.8% | -22.9% | i | i | -4.7 | 8.0% | -5.9% | 11.7% | -7.3%
Cc1ccc(N2C(=O)CC(Cc3cccc(C)c3)C2=O)cc1 (configuration not stated) | -11.0% | ? | -19.4% | i | 21.5 | 2.5% | 13.8% | 10.6% | -8.4%
Cc1ccc(C(=O)NCc2ccccc2)c(F)c1F | 16.3% | 13.7% | 11.0% | i | -11.2 | -1.2% | -0.2% | -12.5% | 8.3%
Cc1cc(-n2c(C)cc(C(=O)COc3ccccc3[N+](=O)[O-])c2C)no1 | ? | -19.0% | -11.3% | i | -14.7 | 16.8% | -3.0% | 24.0% | 4.9%
CN(C)S(=O)(=O)Nc1ccc(Cc2ccncc2)cc1 | 4.7% | 13.1% | -39.6%[inhibitor] | i | 9.9 | 4.1% | -10.5% | -32.0% | 3.4%
Cc1ccc(/C=N/NC(=O)Cc2ccc(Cl)cc2)c(O)c1 | 21.1% | ? | -6.3% | i | -5.4 | -7.1% | 12.5% | 6.7% | -4.8%
CSCCC(NC(=O)COc1ccccc1)C(=O)N1CCN(c2ccccc2Cl)CC1 (configuration not stated) | 11.4% | ? | -6.2% | i | 0.9 | 4.3% | -11.4% | 13.6% | 16.4%

An excerpt of these results, with values under each structure.
Every second line gives: TDP43 rescue	GLP1R inv ag	PTHR1 ag	pAkt inh	DRD3 antagonist	GLP-1R agonist	aSyn yeast inh	FUS yeast rescue	Abeta yeast res
COc1cccc(C(=O)OCC(=O)Nc2cc(C)c(C)cc2[N+](=O)[O-])c1
  -20.2%	3.5%	-0.2%	i	4.9	4.1%	5.9%	3.7%	-13.5%
O=C(NC(c1ccc(Cl)cc1)c1ccsc1)C1CCN(Cc2cccc(Cl)c2)CC1 (configuration not stated)
  25.7%	?	i	i	-50.4*	-6.1%	?	-3.3%	15.3%
CCC(=O)Nc1ccc(-c2ccc(N3CCN(C)CC3)nn2)cc1
  -0.2%	11.2%	-18.5%	i	0.0	8.4%	-15.9%	-6.3%	-7.2%

Assay outcomes as filed in PubChem BioAssay.

Some of the compounds tested; the hit share may differ from the screen's.
